# PME-1 primary = blocks human protein phosphatase methylesterase 1; inhibition, % at 5.9 µM; hit rate 0.53% among 320,000; Q9Y570; recombinant PME-1, FP-Rh probe fluorescence polarization;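 active = inhibition above the campaign mean of all compounds plus 3 SD, cut at about 26% in these data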;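 also: competitive labeling of PME-1 active site by serine hydrolase directed probe; 0% = PME-1 with DMSO and 100% = wells lacking PME-1 enzyme; inhibitors block probe labeling so polarization falls and inhibition rises; many of its hits are not listed in these tables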
# Target sequence (Q9Y570 whole entry, looked up): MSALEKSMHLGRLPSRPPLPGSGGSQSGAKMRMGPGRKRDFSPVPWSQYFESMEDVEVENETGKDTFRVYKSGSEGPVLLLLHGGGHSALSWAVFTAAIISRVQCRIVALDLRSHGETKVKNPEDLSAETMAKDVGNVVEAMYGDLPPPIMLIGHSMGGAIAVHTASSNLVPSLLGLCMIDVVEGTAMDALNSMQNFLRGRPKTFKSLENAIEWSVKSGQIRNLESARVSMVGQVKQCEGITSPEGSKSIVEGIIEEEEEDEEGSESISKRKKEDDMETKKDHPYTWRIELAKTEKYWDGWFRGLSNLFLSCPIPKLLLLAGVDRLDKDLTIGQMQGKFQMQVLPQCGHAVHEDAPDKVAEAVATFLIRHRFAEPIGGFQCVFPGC
# MEX-5 binding = C. elegans MEX-5 TCR-2 RNA binding activity; Q9XUB2; MEX-5/FITC-TCR2 RNA binding, fluorescence polarization; active compounds read low; activity score (negative = inhibition of binding), % at 10 µM; hit rate 0.38% among 300,000; AID 1832;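 active = inhibition past about -25% in most replicates, and total fluorescence under double the plate's negative control median, limit read from the data; inconclusive = replicates evenly split on the limit, or fluorescence at least double controls; inactive = too little inhibition in most replicates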;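 also: 0% = DMSO and -100% = 5 µM competing unlabeled TCR2 RNA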
# Target sequence (Q9XUB2 whole entry, looked up): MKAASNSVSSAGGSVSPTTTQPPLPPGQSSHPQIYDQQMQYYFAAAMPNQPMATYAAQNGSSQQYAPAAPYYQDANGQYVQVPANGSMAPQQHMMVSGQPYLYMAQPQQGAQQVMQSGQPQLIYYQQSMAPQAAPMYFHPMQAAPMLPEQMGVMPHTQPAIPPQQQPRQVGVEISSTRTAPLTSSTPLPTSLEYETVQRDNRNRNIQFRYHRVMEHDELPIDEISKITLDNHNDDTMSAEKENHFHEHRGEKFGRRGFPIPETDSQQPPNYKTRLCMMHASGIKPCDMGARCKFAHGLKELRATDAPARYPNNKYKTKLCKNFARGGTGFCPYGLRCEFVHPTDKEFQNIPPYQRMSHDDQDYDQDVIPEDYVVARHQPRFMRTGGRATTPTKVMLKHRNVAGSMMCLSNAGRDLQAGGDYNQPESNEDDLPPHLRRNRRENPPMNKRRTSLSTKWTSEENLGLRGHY
# pPAFAH FP inh = pPAFAH (human) enzyme inhibition; recombinant pPAFAH, FP-rhodamine probe fluorescence polarization; inhibition, % at 3.39 µM; hit rate 1.5% among 330,000; AID 463082;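 active = inhibition above the mean inhibition across the screen plus 3 SD, cut at about 25% in these data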;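 also: inhibitors block binding of the rhodamine activity-based probe so polarization drops; 0% = enzyme with DMSO and 100% = wells lacking pPAFAH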
# Bcl-xL primary = Bcl-xL (human) inhibition; inhibition, % at 10.9 µM; AID 2129; hit rate 0.7% among 320,000; GST-Bcl-xL / FITC-Bim BH3 peptide fluorescence polarization; Q07817;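 active = inhibition above the mean of all tested compounds plus 3 SD, cutoff set per campaign, cut at about 30% in these data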;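 also: 0% = DMSO wells and 100% = unlabeled Bim-BH3 peptide competitor; inhibitors lower millipolarization by displacing the labeled peptide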
# Target sequence (Q07817 whole entry, looked up): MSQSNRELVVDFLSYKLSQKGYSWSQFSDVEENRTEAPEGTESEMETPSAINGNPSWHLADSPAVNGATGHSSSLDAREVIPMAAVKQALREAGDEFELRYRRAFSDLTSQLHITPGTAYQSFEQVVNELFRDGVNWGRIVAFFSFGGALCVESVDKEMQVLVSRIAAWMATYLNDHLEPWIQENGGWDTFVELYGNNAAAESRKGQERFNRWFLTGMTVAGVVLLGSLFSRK
# AHR activator = human AHR activation; activation, % at 5 µM; P35869; hit rate 2.5% among 320,000; AID 2796; AHR-responsive luciferase reporter cells, luminescence; in the data active = activation above about 47%;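 also: 0% = vehicle wells and 100% = reference agonist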
# PAFAH1B2 FP inh = inhibitors of human PAFAH1B2 | recombinant PAFAH1B2, FP-rhodamine activity probe, fluorescence polarization | hit rate 1.2% among 340,000 | P68402 | AID 492953 | inhibition, % at 3.39 µM;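 active = inhibition above the mean of all tested compounds plus 3 SD, cut at about 24% in these data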;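 also: 0% = enzyme with DMSO and 100% = wells lacking PAFAH1B2; many of its hits are not listed in these tables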
# MCL1 BIM primary = disrupts human MCL1 binding to BIM-BH3 peptide; Q07820; GST-MCL1 / FITC-Bim-BH3 fluorescence polarization; inhibition, % at 10.9 µM; hit rate 0.68% among 320,000;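 active = inhibition above the mean inhibition of all tested compounds plus 3 SD, set per campaign, cut at about 40% in these data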;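 also: 0% = DMSO wells and 100% = unlabeled Bim-BH3 peptide control; higher means more loss of mP so more displacement of Bim peptide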
# Fam108B counter = counter-screen for RBBP9 inhibitors: inhibitors of mouse Fam108B | recombinant Fam108B, FP-Rh probe fluorescence polarization | inhibition, % at 9.51 µM | hit rate 0.33% among 300,000;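 active = inhibition above the screen mean inhibition plus 3 SD, computed separately per campaign, cut at about 18% in these data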;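 also: inhibitors lower polarization as less probe binds the enzyme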
# GLD-1 RNA inh = GLD-1-TGE RNA interaction inhibition (C. elegans); Q17339; purified GLD-1 + fluorescein TGE RNA, fluorescence polarization; inhibition, % at 5.96 µM; hit rate 0.44% among 320,000; AID 2280;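 active = percent inhibition above a per-plate cutoff, the plate mean of test compounds plus 3 SD, cut at about 30% in these data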;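 also: 0% = DMSO wells with GLD-1 and probe and 100% = wells lacking GLD-1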
# Active calls of the source: *; ? = inconclusive; . = not tested or not shown. Some of the compounds tested; count on the stated rates, not on these rows.
SMILES,PME-1 primary,MEX-5 binding,pPAFAH FP inh,Bcl-xL primary,AHR activator,PAFAH1B2 FP inh,MCL1 BIM primary,Fam108B counter,GLD-1 RNA inh
Cc1ccc(S(=O)(=O)N(Cc2cccnc2)Cc2cc3ccccc3[nH]c2=O)cc1,1.1,-3.3,3.4,-1.3,-1.4,1.0,-3.2,0.4,7.6
CC(C)C(C(=O)Nc1ncn[nH]1)N1C(=O)c2ccccc2C1=O (stereo not given),5.4,0.6,3.1,-5.8,-3.5,7.3,-0.5,-2.0,-1.2
NS(=O)(=O)c1ccc(NC(=O)/C=C/c2ccco2)cc1,-2.7,-1.7,0.6,8.6,1.4,0.4,2.0,-7.8,3.4
CC(=O)N1N=C(c2ccccc2)CC1c1ccc(F)cc1 (stereo not given),-1.2,2.9,3.5,3.2,12.7,2.0,1.7,-9.3,-3.5
CC(=O)N1CCc2cc(Br)cc(S(=O)(=O)NCc3ccccn3)c21,0.7,0.6,-0.1,-0.2,2.5,4.2,1.8,1.9,2.5
CCc1nnc(NC(=O)Cn2ccc(C(F)(F)F)n2)s1,-3.0,-1.2,3.2,3.8,-5.2,3.8,4.2,2.6,-4.4
CC(C)c1ccc(-c2cc(C(=O)NN3CCN(C)CC3)c3ccccc3n2)cc1,-4.6,3.2,2.2,5.4,44.4,2.8,4.1,-1.3,0.0
O=C(Nc1ccccc1N1CCOCC1)C1CCN(S(=O)(=O)c2ccc(F)cc2)CC1,3.0,-0.6,-3.0,5.4,0.7,-3.7,13.4,2.8,-3.3
Cc1cc(Nc2ccc3c(c2)OCCO3)n2nc(C)nc2n1,6.0,-0.7,5.0,-0.3,8.2,3.2,-0.6,0.5,0.2
CCOc1ccccc1NC(=O)CN(c1ccc(C)cc1)S(=O)(=O)c1c(C)n[nH]c1C,2.0,0.0,2.0,2.4,14.4,2.8,2.2,-7.0,2.9
Cc1nc(N(CCO)C2CCCCC2)c2nnn(Cc3ccccc3)c2n1,4.1,-0.4,-1.5,4.7,0.4,5.2,1.9,-1.0,2.0
CCCCNC(=O)CCc1nc2cccnc2n1Cc1ccccc1,4.8,-0.4,-3.5,3.2,0.2,2.4,-5.0,3.4,-5.6
CN(C(=O)c1cccc(NC(=O)C2CCCN(C(=O)OC(C)(C)C)C2)c1)C1CCC1 (stereo not given),.,.,11.9,.,-0.5,4.4,.,.,-1.0
Cc1nc(C(F)(F)F)ccc1C(=O)Nc1ccccc1N1CCOCC1,2.7,2.9,-3.3,-2.5,10.7,5.5,3.4,4.0,8.9
CCOC(=O)C1CCN(CCC(=O)Nc2ccc(C)c(C)c2)CC1,-2.3,0.4,4.5,1.5,0.5,6.5,-2.9,0.7,2.0
Cc1ccc(C(=O)NC(C)c2nc3ccccc3n2CC(=O)Nc2c(C)cc(C)cc2C)cc1 (stereo not given),-5.0,-1.1,6.2,-7.1,1.1,.,-3.2,-4.1,4.6
O=C(CCCN1C(=O)/C(=C/c2ccco2)SC1=S)Nc1ccccc1C(=O)O,-13.2,-16.5,64.9*,40.0*,-0.6,14.8,83.3*,0.3,-0.9
CC(C)(CO)NCC#Cc1ccccc1,-4.7,-3.6,-6.1,7.1,0.1,-1.7,8.5,-5.7,-8.7
CCc1nnc(NC(=O)CSc2nnc(-c3c[nH]c4ccccc34)n2CCOC)s1,6.2,-0.1,6.1,-9.1,0.6,0.1,-2.1,3.1,7.8
CC(=O)c1sc(-c2ccc(Cl)cc2)cc1N,8.2,1.7,19.9,1.9,-1.7,3.8,3.2,4.1,6.4
NC(=O)c1ccc(Cn2c(C(=O)c3cc(Cl)c(N)c(Cl)c3)c3ccccc3[n+]2[O-])cc1,5.0,.,2.7,-3.5,78.4*,2.6,-3.2,0.7,3.8
O=C(CCc1ccccc1)NNC(=O)c1ccc(Cl)cc1,-2.3,-2.3,1.1,3.1,0.1,2.2,6.5,-1.0,7.8
CCOc1cc(CNc2ccc(N3CCOCC3)cc2)cc(Br)c1OCC,1.0,.,25.0*,9.4,6.1,3.6,7.7,6.2,2.4
CC(C)(C)c1ccc(-c2n[nH]c(=S)n2CCCN2CCOCC2)cc1,2.7,-0.4,4.8,-6.6,3.5,7.1,-10.3,-2.8,4.2
Cc1ccc2nc(NCC(N)=O)nc(-c3ccccc3)c2c1,0.2,1.6,7.9,2.8,0.2,.,3.6,1.4,-3.3
CN(C)c1ccc(/C=N/Nc2nncc3ccccc23)cc1,14.3,-3.7,19.3,15.6,18.4,-8.2,8.8,0.1,3.5
CC(C(=O)OCC(=O)c1ccccc1)N1C(=O)C2C3CCC(C3)C2C1=O (stereo not given),2.3,1.1,-0.8,0.7,2.0,13.6,1.6,-2.2,-1.4
O=C(NC1CCN(S(=O)(=O)c2ccc(F)cc2)CC1)c1ccc(F)cc1,-7.0,31.5,3.3,5.0,-6.0,3.3,-0.9,2.5,-1.2
COc1ccc(OC)c(/C=N/NC(=O)c2csc3ccccc23)c1,-16.1,-2.8,0.6,5.5,15.4,3.2,4.6,-3.7,-3.6
O=C(CN1CCOc2ccccc21)NC1CCCCCCC1,2.5,-1.5,6.2,-0.3,0.4,5.5,5.3,-0.4,2.1
CCc1ccc(/C=C2\SC(=S)N(CCCC(=O)Nc3ccccn3)C2=O)cc1,-3.3,?,3.2,11.8,-8.9,-5.5,6.2,-33.2,5.9
CN(C)S(=O)(=O)c1cccc(NC(=O)COC(=O)c2ccc(Br)o2)c1,4.7,-0.6,10.3,5.7,8.0,6.5,-0.9,3.1,7.1
COc1cc(OC)cc(C(=O)NCC(=O)OCC(=O)N2CCc3ccccc32)c1,-0.7,-2.0,-1.8,-2.1,3.1,0.9,-6.3,-2.2,-4.5
CCOC(=O)C1=C(N)OC2=C(C(=O)CC(C)(C)C2)C1c1ccccc1OC (stereo not given),10.4,0.5,0.3,3.2,-0.8,1.1,4.7,-4.6,6.4
CNc1ccc(Br)cc(C(=O)/C=C/c2cccc(OC)c2)c1=O,12.7,-2.5,36.3*,3.3,1.7,-3.5,11.0,3.2,20.4
COC(=O)Nc1ccc(C)cc1NC(=O)OC,2.1,-0.7,2.7,-0.5,1.8,0.9,3.2,0.3,-0.9
O=C1C=C(c2ccc(Cl)cc2)C(=O)N1Nc1ccccc1,-0.8,0.9,0.8,5.0,-0.8,1.2,12.2,-1.9,5.2
CC(C)(C)c1ccc(OCC(=O)NCc2ccco2)c(Br)c1,-4.7,-0.5,28.5*,4.0,10.5,14.6,0.2,-2.4,4.0
COc1ccc(CN=C2NN=C(c3ccc(Cl)cc3)CS2)cc1,5.9,-1.8,-0.3,1.5,2.6,-1.8,1.4,-3.3,-13.8
Cc1cccc(N2CCN(C(=O)COc3ccc4ccc(=O)oc4c3)CC2)c1C,9.5,3.1,-2.9,1.3,-2.0,7.4,5.3,-5.5,2.8
Cc1ccc(N2CC(C(=O)Nc3nnc(SCC(=O)NCC4CCCO4)s3)CC2=O)cc1C (stereo not given),-4.2,2.9,7.2,3.0,6.1,2.8,-3.7,-2.0,-2.3
O=C(NC(Cc1ccccc1)C(=O)O)/C(=C/c1ccc([N+](=O)[O-])cc1)NC(=O)c1ccco1 (stereo not given),-4.3,-2.3,-7.7,-5.8,1.8,-2.9,-6.6,2.1,-6.4
COCC(=O)Nc1c(I)c(C(=O)NCC(O)CO)c(I)c(C(=O)N(C)CC(O)CO)c1I (stereo not given),1.2,.,-1.7,3.2,-1.8,-1.8,0.4,5.4,-4.2
O=C(Nc1ccc(C(=O)NCC2CCN(Cc3ccccc3F)CC2)cc1)C1=CSCCO1,-0.1,1.5,0.3,-1.1,-2.3,3.1,0.6,-4.3,-8.2
CC1Sc2ccc(S(=O)(=O)N3CCN(c4cccc(Cl)c4)CC3)cc2NC1=O (stereo not given),-6.3,2.6,6.3,5.2,-1.4,3.0,1.6,-11.6,2.1
CCCCn1c(N)c(N(CC(C)C)C(=O)CSCC(=O)Nc2ccc(C)cc2)c(=O)[nH]c1=O,8.6,.,4.4,-16.2,0.6,2.4,-24.9,.,0.9
COc1ccc(C2c3c(-c4cc(Cl)c(C)cc4O)n[nH]c3C(=O)N2Cc2cccnc2)cc1OC (stereo not given),10.5,1.7,8.9,-1.9,6.1,3.2,5.4,3.4,0.7
c1ccn2cc(CSc3nnc4ccccn34)nc2c1,-4.5,-0.7,-1.0,2.9,8.2,1.3,-0.4,-2.8,10.0
Nc1nonc1-n1nnc(C(=O)N/N=C/c2cccc(Cl)c2)c1-c1cccs1,-3.1,-4.0,-1.8,5.4,6.4,3.1,-0.8,-7.5,6.2
COc1ccc(CCC(=O)OCC(=O)Nc2sccc2C(N)=O)cc1OC,.,.,4.1,.,0.4,5.8,.,.,-2.3
OCC1CCCN(C(=S)Nc2ccc(Nc3ccccc3)cc2)C1 (stereo not given),3.7,-1.0,7.0,6.2,0.7,7.7,12.9,6.8,2.8
COCCCNCCOc1ccc(C)cc1[N+](=O)[O-],-0.4,-2.4,-2.6,6.2,-2.3,5.0,2.2,-1.8,2.9
Cc1ccc(C)c(NC(=O)Cn2nnc(C(=O)Nc3c(C)cccc3C)c2N)c1,-0.7,3.9,5.0,5.2,0.6,0.6,3.1,0.4,-0.7
O=C(N/N=C/c1ccc(OC(F)F)cc1)c1ccc(Br)cc1,-11.4,2.4,6.9,2.2,10.2,-0.2,-0.1,-4.7,-12.2
CC(=O)Nc1ccc(S(=O)(=O)N(C)CC(=O)N(C)Cc2sccc2C)cc1,3.5,.,0.1,0.9,1.1,-4.0,1.1,.,9.4
Cc1ccc2c(c1)nnn2C1CCN(CC(=O)NCCc2ccccc2)CC1,12.0,2.1,8.9,6.7,-2.3,4.9,9.4,1.4,1.2
COc1ccccc1NC(=O)C(C)N1C(=O)c2ccccc2C1=O (stereo not given),1.2,-1.0,0.2,2.7,4.6,2.2,4.2,-0.3,2.9
COc1ccccc1CNC(=O)c1ccc(C)s1,-4.4,-2.4,1.4,3.5,12.0,-0.3,-0.8,4.2,3.4
COc1ccc(NC(=O)C2C3CCC(O3)C2C(=O)O)c(C)c1 (stereo not given),-2.5,0.3,3.5,10.2,0.2,3.2,7.1,1.1,5.8
CCOc1ccc(OCCCC(=O)N(C)CC(=O)Nc2ccccc2Br)cc1,.,.,-5.4,.,4.0,6.5,.,.,-2.0
# Carrying on.
SMILES,PME-1 primary,MEX-5 binding,pPAFAH FP inh,Bcl-xL primary,AHR activator,PAFAH1B2 FP inh,MCL1 BIM primary,Fam108B counter,GLD-1 RNA inh
O=C(COC(=O)c1ccccc1Cc1ccccc1)Nc1ccc(SC(F)F)cc1,-76.3,.,-21.0,2.9,0.9,-15.1,-0.2,-47.6,2.5
CN(Cc1ccccc1)C(=O)c1nc[nH]c1C(=O)N1CCN(C(=O)OC(C)(C)C)CC1,6.1,.,0.2,2.7,0.8,3.6,5.3,.,3.6
O=S(=O)(c1ccc2c(c1)CCN2)N1CCCC1,-5.6,.,-0.4,2.0,-0.3,-4.0,3.1,.,-0.9
CCOC(=O)C(C)Oc1cccc2c(=O)n(CC(=O)NCc3ccc4c(c3)OCO4)ccc12 (stereo not given),3.9,-0.5,-0.1,0.8,0.9,3.7,-4.0,-7.5,5.6
CC1(C)NC(=O)N(CC(O)CN2CCOCC2)C1=O (stereo not given),-1.7,-2.7,2.1,2.6,-1.6,1.1,3.4,1.5,11.7
